Source: PubChem BioAssay
GAA glycogen – alters human alpha-glucosidase cleavage of glycogen | P10253 | recombinant GAA, glycogen substrate, Amplex Red glucose oxidase fluorescence | Potency, µM (titrated, usually from 76.4 µM), for inactives: top-dose activity change, negative = inhibition, hits mostly inhibitors | 300,000 compounds, 0.38% hits | AID 2100;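 further: 0% = full enzyme reaction and -100% = no-enzyme basal signal; the screen sought inhibitors and activators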
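Recombinant human enzyme (4 nM); glycogen substrate; 37 C, 40 min, pH 5.0. Readout: coupled glucose oxidase/Amplex Red fluorescence.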
GoLoco inh red – RGS12 GoLoco-Gai1 interaction inhibition; AID 880; Gai1:RGS12 GoLoco peptide FP, rhodamine, 10 min; P63096; Potency, µM (top dose mostly 61.6 µM), for inactives: at the top dose activity, negative = inhibition, most hits filed as inhibitors; 230,000 compounds, 0.44% hits; active means well fitted inhibition curve with a large enough effect, not every such curve was filed as active; inactive means no such curve, though single readings can be large or run the other way; further: on the % scale 0 is the no-effect control and ±100 the full control effect; nearly all actives have a fitted effect of over 30% in size; many of its hits are not listed in these tables
Target sequence (P63096 whole entry, looked up): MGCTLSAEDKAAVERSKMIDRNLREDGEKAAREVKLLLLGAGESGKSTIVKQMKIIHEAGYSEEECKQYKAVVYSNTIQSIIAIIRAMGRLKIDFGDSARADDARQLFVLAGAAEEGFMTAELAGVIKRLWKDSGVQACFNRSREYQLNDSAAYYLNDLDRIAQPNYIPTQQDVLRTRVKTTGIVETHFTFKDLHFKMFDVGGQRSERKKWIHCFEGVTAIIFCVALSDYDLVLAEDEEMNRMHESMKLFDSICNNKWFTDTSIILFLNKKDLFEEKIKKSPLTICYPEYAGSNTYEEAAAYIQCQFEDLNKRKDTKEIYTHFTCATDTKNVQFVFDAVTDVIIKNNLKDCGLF
KDM4E inh – inhibitors of human JMJD2E histone demethylase; B2RXH2; JMJD2E catalytic domain, FDH-coupled NADH fluorescence (FDH is formaldehyde dehydrogenase); Potency, µM (doses to about 57.1 µM), for the others: at the top dose activity change, negative = inhibition, hits mostly inhibitors; 230,000 compounds, 1.6% hits; AID 2147; active means well fitted inhibition curve with a large enough effect, not every such curve was filed as active; inconclusive means small, poorly fitted or top-dose-only effect, or another doubt; inactive means no such curve, though single readings can be large or run the other way;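 further: 0% = wells with enzyme and -100% = buffer wells without enzyme; nearly all actives have a fitted effect of over 50% in size; many of its hits are not listed in these tables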
ALDH1A1 inh – ALDH1A1 (human) enzyme inhibition; Purified ALDH1A1, NADH fluorescence, propionaldehyde substrate; P00352; 220,000 compounds, 7.3% hits; Potency, µM (doses to about 75.3 µM), without a hit: at the highest dose activity, negative = inhibition, hits mostly inhibitors; active means well fitted inhibition curve with a large enough effect, not every such curve was filed as active; inconclusive means small, poorly fitted or top-dose-only effect, or another doubt; inactive means no such curve, though single readings can be large or run the other way;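 further: plate controls were no enzyme wells and a reference inhibitor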
Target sequence (P00352 whole entry, looked up): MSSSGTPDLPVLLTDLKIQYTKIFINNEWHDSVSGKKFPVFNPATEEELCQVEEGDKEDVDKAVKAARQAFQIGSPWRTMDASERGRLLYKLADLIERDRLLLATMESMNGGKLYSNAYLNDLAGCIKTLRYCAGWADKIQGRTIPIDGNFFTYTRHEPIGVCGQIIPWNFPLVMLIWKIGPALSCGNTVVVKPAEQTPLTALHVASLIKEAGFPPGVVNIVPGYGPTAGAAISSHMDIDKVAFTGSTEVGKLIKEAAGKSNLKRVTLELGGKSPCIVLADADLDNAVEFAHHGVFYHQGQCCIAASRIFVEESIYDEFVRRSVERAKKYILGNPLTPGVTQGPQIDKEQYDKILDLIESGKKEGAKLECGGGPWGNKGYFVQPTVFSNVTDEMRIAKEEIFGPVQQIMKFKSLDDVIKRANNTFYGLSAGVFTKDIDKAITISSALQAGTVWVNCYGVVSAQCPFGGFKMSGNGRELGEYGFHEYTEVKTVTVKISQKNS
aGal spleen mod – alpha-galactosidase A (human) modulation; human spleen homogenate, 4MU-alpha-Gal fluorescence, 40 min; Potency, µM (titrated, usually from 80 µM), for the others: at the top dose activity change, negative = inhibition, usual class: inhibitors; 240,000 compounds, 0.008% hits; AID 2107;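 further: 0% = enzyme with vehicle and -100% = no enzyme basal signal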
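Spleen homogenate 1 ug + cpd (titration) + 4-MU-alpha-D-galactopyranoside 1 mM; 37C 40 min; 50 mM citrate/phosphate pH 5.0, 0.01% Tween-20; stop pH 10; fluorescence 365/440; AC50 via Hill.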
GAA inhib – inhibitors of human lysosomal alpha-glucosidase; Potency, µM (series often up to 76.9 µM), for the others: top-dose activity change, negative = inhibition, hits mostly inhibitors; 200,000 compounds, 0.005% hits; P10253; purified human GAA, 4-MU-alpha-glucoside fluorescence;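 further: plate controls were uninhibited enzyme wells for no effect and no-enzyme background for full effect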
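Enzyme (4 nM final) mixed with compound (up to 77 uM), then 4-MU-alpha-D-pyranoside (400 uM final) added; 20 min at room temperature, pH 5.0. Reaction stopped at pH 10, fluorescence read, AC50 derived by Hill fit.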
aGlu spleen mod – inhibits or activates alpha-glucosidase in human spleen homogenate; P10253; human spleen homogenate, 4-MU-alpha-glucoside fluorescence; Potency, µM (highest dose often 79.9 µM), without a hit: at the highest dose activity change, negative = inhibition, actives largely listed as inhibitors; 240,000 compounds, 0.006% hits;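 further: 0% = enzyme with vehicle and -100% = no enzyme basal signal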
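Human spleen homogenate (1 ug) with 4-methylumbelliferyl-alpha-D-glucopyranoside (1 mM final) in 50 mM citrate/phosphate pH 5.0, 0.01% Tween-20; 40 min at 37 C. Stopped at pH 10; 4-MU fluorescence Ex 365/Em 440 nm; AC50 by Hill fit.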
SMN2 splice up – increases expression of the SMN2 splice variant. Potency, µM (series often up to 46.1 µM), inactives show top-dose activity change, positive = activation, most hits filed as activators. AID 1458. 210,000 compounds, 2.8% hits. HEK293 SMN2-luciferase splicing reporter, luminescence, 30-36 h; further: % of control where 0% means no effect; nearly all actives have a fitted effect of over 55% in size
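qHTS luciferase splicing reporter: luminescence rises when SMN2 exon 7 is included in transfected HEK293 cells. Compound exposure lasted 30-36 h at 37C, with 4.5 mM final sodium butyrate as control, followed by a ONE-Glo read.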
Starred values were filed as active, the others as inactive; ? = inconclusive; · = not tested or not shown; [ ] = dose if it differs, or a comment. Unless noted, the call rests on the fitted dose curve; in most records, active means well fitted curve in the direction sought with a large enough effect; inconclusive means small, poorly fitted or top-dose-only effect, or another doubt; inactive means no such curve, though single readings can be large; an effect the other way counts as inactive or inconclusive. Potency means the concentration at half of the fitted maximal effect.

GAA glycogen	KDM4E inh	Structure	aGlu spleen mod	GAA inhib	GoLoco inh red	aGal spleen mod	ALDH1A1 inh	SMN2 splice up
-11.0%	6.6%	O=C1CCc2cc(S(=O)(=O)N3CCCC3C(=O)NC3CCCCCCC3)ccc2N1 (stereo unspecified)	-3.3%	-4.4%	15.1%	-1.5%	-15.6%	-33.2%[inhibitor]
-6.4%	-1.7%	Cn1nnc(NC(=S)NC(=O)/C=C/c2ccco2)n1	8.5%	·	-19.2%	21.3%	·	·
·	0.5%	CCCCC[C@H](O)/C=C/C=C\C/C=C\CCCCC(=O)O	4.2%	·	2.2%	-1.7%	0.2%	-10.2%
4.6%	6.2%	CNC(=O)/C=C/c1cccc(C(F)(F)F)c1	-3.6%	-2.8%	-3.5%	7.8%	-3.2%	-5.9%
1.8%	-25.0%	Cc1cc(/C=C2\SC(=S)NC2=O)c(C)n1-c1ccccc1	-9.1%	-4.7%[15.4 µM]	76.9%[activator]	-9.1%	?	·
1.9%	?	CC(=O)N1N=C(c2cccs2)CC1c1ccc(C)o1 (stereo unspecified)	-0.4%	6.2%	0.9%	5.7%	3.6%	-6.8%
-20.7%	-1.7%	CC(C)(C)C(=O)NC(=S)NCCc1ccccc1	-4.3%	4.3%	5.4%	-11.0%	28.2µM*	13.5%
-0.5%	5.2%	CC(C)C(=O)NC(Nc1cc(C(F)(F)F)ccc1Cl)C(Cl)(Cl)Cl (stereo unspecified)	3.9%	7.9%	7.0%	6.9%	-5.2%	-22.1%
-11.2%	3.3%	COC(=O)c1ccc(-c2ccco2)n1Cc1cc(C)ccc1C	5.3%	0.6%	-5.4%	-0.9%	-8.5%	-6.2%
2.6%	3.8%	COc1ccc(OC(C)C(=O)NC2CC(C)(C)NC(C)(C)C2)cc1 (stereo unspecified)	5.4%	6.5%	-4.3%	10.1%	7.8%	20.8%
15.2%	1.7%	Cc1cnc(C(=O)Nc2ccc3c(c2)CCC3)cn1	-6.6%	-1.7%	1.6%	-4.5%	-2.8%	11.2µM*
-1.3%	?	COc1ccc(-n2c(SCC(=O)NCC3CCCO3)nc3n[nH]c(C)c3c2=N)cc1 (stereo unspecified)	-0.5%	0.8%	·	8.1%	?	·
6.7%	?	O=C(NCCCN1CCOCC1)c1ccc2c(=O)n(CCc3ccccc3)c(=O)[nH]c2c1	10.3%	?	14.4%	16.6%	?	-29.2%
7.6%	0.8%	CC1Cc2ccccc2N1S(=O)(=O)c1cccc(C(=O)NCCCn2ccnc2)c1 (stereo unspecified)	1.1%	2.7%	-3.0%	2.9%	4.4%	·
-19.1%	-1.2%	O=C(COc1ccccc1)NC(Cc1c[nH]c2ccccc12)C(=O)O (stereo unspecified)	5.0%	8.0%	-10.0%	13.5%	-6.3%	-5.1%
14.4%	-0.1%	Cc1[nH]nc2c1C(c1ccccc1F)CC(=O)N2 (stereo unspecified)	7.8%	7.5%	-11.7%	8.1%	22.4µM*	-7.3%
3.0%	?	NC(=O)c1sc2nc(-c3ccccc3)c3c(c2c1N)CCCC3	-3.2%	9.6%	29.2%	-1.2%	?	-58.5%[inhibitor]
?	0.8%	CCCCc1ccc(NC(=S)Nc2ccc(Nc3ccc(OC)cc3)cc2)cc1	-8.8%	-1.9%	4.9%	-9.3%	7.08µM*	-30.9%[inhibitor]
3.9%	?	CCn1cc(NC(=O)Nc2ccccc2C(=O)OC)c(C(N)=O)n1	-2.8%	?	7.6%	-7.5%	0.7%	?
-10.2%	-15.0%	CCn1c(C)c(C(C)=O)c(N2CCN(c3ccc(OC)cc3)CC2)nc1=S	7.4%	-3.4%	11.1%	-5.3%	25.1µM*	-3.0%
-18.7%	5.3%	COc1ccc(S(=O)(=O)N2CCC(NC(=O)Nc3ccc(C)cc3)CC2)cc1	-23.1%	?	-4.9%	7.9%	9.2%	-6.9%
·	8.0%[11.4 µM]	COC(=O)N1C2CC3(C)C=C(C)OC1(C)C3c1ccccc12 (stereo unspecified)	-1.4%[17.4 µM]	·	3.2%[14.2 µM]	0.0%[17.5 µM]	2.5%[13.5 µM]	-19.2%[9.22 µM]
-7.0%	4.8%	O=C(CCC1CCCN(C(=O)C2(c3ccccc3)CC2)C1)N1CCN(c2ccccn2)CC1 (stereo unspecified)	-5.3%	?	11.1%	-3.6%	-11.6%	·
-5.1%	5.3%	O=C(c1cccc(F)c1)N1CCN(C(=O)c2cc(-c3ccc(Cl)cc3Cl)on2)CC1	-20.7%	-8.5%	7.2%	9.9%	?	·
-7.1%	-2.3%	COc1cc(C)c(Br)cc1S(=O)(=O)N1CCCC1	-5.2%	-4.9%	16.1%	7.6%	2.0%	23.7%
-14.9%	?	Cc1nc2ccc3nc(NC(=O)c4ccc(S(=O)(=O)N5CCOCC5)cc4)sc3c2s1	1.3%	-8.9%	3.2%	-7.6%	?	-6.7%
-3.2%	-2.9%	COc1cc(C(=O)OCC(=O)Nc2cc(C)on2)c([N+](=O)[O-])cc1OC	-6.5%	5.4%	-1.0%	0.1%	-0.9%	·
6.1%	-5.8%	Cc1cc(Br)c(S(=O)(=O)n2nnc3ccccc32)cc1C	-2.9%	-6.9%	4.4%	3.8%	-3.9%	2.4%
-3.1%	-5.7%	COc1cccc(-c2cc(C(=O)NCc3cccs3)no2)c1	12.2%	·	-2.6%	-4.7%	·	·
10.8%	4.3%	COc1ccc(NC(=O)C(c2ccc(OC)cc2)N(C)C(=O)CC2NC(=O)NC2=O)cc1 (stereo unspecified)	-1.5%	1.0%	-1.0%	3.9%	8.8%	-2.8%
-4.5%	7.8%	Nc1c(-c2ccccc2)cnn1C1CCS(=O)(=O)C1 (stereo unspecified)	-3.9%	-0.2%	9.3%	3.6%	11.4%	-12.9%
-1.6%	-0.7%	CCCCCc1nnc(NC(=O)C2CCCO2)s1 (stereo unspecified)	-3.2%	-1.0%	3.5%	10.5%	?	?
-15.9%	1.1%	O=C(Cn1ncc2c(=O)oc3ccccc3c21)NCC1COc2ccccc2O1 (stereo unspecified)	7.0%	-3.7%	-0.6%	7.5%	1.7%	8.4%
-3.7%	0.2%	COc1ccc(CSc2nc(C)cc(=O)[nH]2)cc1	4.0%	1.8%	-5.5%	-1.3%	4.9%	0.0%
-16.2%	-10.5%	COC(=O)c1cc(C(=O)OC)cc(S(=O)(=O)Nc2ccc(Cl)c(N)c2)c1	4.1%	0.5%	2.1%	4.4%	?	4.4%
7.6%	5.3%	CN(C(=O)CSc1ncccc1C(=O)O)c1ccccc1	-2.6%	?	2.6%	1.0%	0.2%	-12.8%
11.1%	-4.0%	Cc1ccc([N+](=O)[O-])c(OCC(O)CNC(C)(C)C)c1 (stereo unspecified)	-7.1%	·	-5.3%	-1.0%	·	·
3.5%	-1.5%	O=C1c2ccccc2C(=O)N1CCc1nc(-c2ccc(Cl)cc2)no1	1.2%	-12.1%	-10.9%	0.1%	?	-21.3%
·	10.6%	O=c1[nH]c(=O)n(C2CC(O)C(CO)O2)cc1C(F)(F)F (stereo unspecified)	3.9%	·	-1.5%	1.9%	4.4%	-14.7%
-29.1%	1.8%	CCOC(=O)C1=C(C)N=C2c3ccccc3C(=O)C2C1c1ccc(Cl)cc1 (stereo unspecified)	-10.2%	-3.3%	27.1%	-1.5%	-9.5%	-3.7%

Already shown: 6 of the compounds above.
GAA glycogen	KDM4E inh	Structure	aGlu spleen mod	GAA inhib	GoLoco inh red	aGal spleen mod	ALDH1A1 inh	SMN2 splice up
-1.6%	-0.7%	CCCCCc1nnc(NC(=O)C2CCCO2)s1 (stereo unspecified)	-3.2%	-1.0%	3.5%	10.5%	?	?
-15.9%	1.1%	O=C(Cn1ncc2c(=O)oc3ccccc3c21)NCC1COc2ccccc2O1 (stereo unspecified)	7.0%	-3.7%	-0.6%	7.5%	1.7%	8.4%
-3.7%	0.2%	COc1ccc(CSc2nc(C)cc(=O)[nH]2)cc1	4.0%	1.8%	-5.5%	-1.3%	4.9%	0.0%
-16.2%	-10.5%	COC(=O)c1cc(C(=O)OC)cc(S(=O)(=O)Nc2ccc(Cl)c(N)c2)c1	4.1%	0.5%	2.1%	4.4%	?	4.4%
7.6%	5.3%	CN(C(=O)CSc1ncccc1C(=O)O)c1ccccc1	-2.6%	?	2.6%	1.0%	0.2%	-12.8%
11.1%	-4.0%	Cc1ccc([N+](=O)[O-])c(OCC(O)CNC(C)(C)C)c1 (stereo unspecified)	-7.1%	·	-5.3%	-1.0%	·	·

Next part:
GAA glycogen	KDM4E inh	Structure	aGlu spleen mod	GAA inhib	GoLoco inh red	aGal spleen mod	ALDH1A1 inh	SMN2 splice up
-12.4%	-8.6%	Fc1cccc(Cl)c1CSc1ccc2nnc(-c3ccccn3)n2n1	9.1%	3.7%	-1.6%	4.1%	-3.9%	-5.0%
3.1%	-2.0%	COc1ccc(-c2noc(-c3ccc(Br)o3)n2)cc1	9.8%	·	6.0%	2.2%	·	·
3.5%	0.1%	COC(=O)c1ccccc1NC(=O)c1cccc(NC(=O)C(C)C)c1	3.6%	-2.7%	2.0%	-1.6%	-10.7%	-5.9%
3.3%	-2.6%	CCOC(CCNC(=O)c1cn(-c2cccc(C)n2)cn1)OCC	-2.2%	3.1%	3.3%	-2.5%	4.0%	12.4%
0.1%	7.3%	O=C(Cn1nnc(-c2cccc(C(F)(F)F)c2)n1)NC(=O)NCc1ccco1	-2.0%	-14.7%	-2.8%	-3.9%	3.9%	-17.6%
-6.6%	?	O=C(NCCSc1c[nH]c2ccccc12)c1ccc2c(c1)OCO2	-5.9%	-5.3%	7.3%	4.0%	-8.2%	7.2%
7.8%	-3.3%	O=C(O)c1cc(/C=C/c2ccc(N3CCOCC3)c([N+](=O)[O-])c2)nc2ccccc12	7.7%	·	-3.2%	10.7%	·	·
-20.9%	-2.6%	O=C(N/C(=C\c1ccc(-c2ccccc2)o1)C(=O)N1CCOCC1)c1ccccc1	-8.4%	-6.3%	4.9%	3.7%	-10.1%	·

Only part of the results is shown; rates above refer to the full screens.
